From PubChem
E-selectin induc – E-selectin induction in HUVECs, primary screen, imaging, HUVEC, immunofluorescence imaging, single point. 260,000 compounds, 0.37% hits. activation, % at 7.58 µM. P16581. normalized: neutral wells 0, TNF-alpha wells 100;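 active = mean E-selectin-positive cell signal at least 10% of the positive control, reached in at least 60% of replicates, without over 20% cell loss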;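 also: in these data hits start at about 27%; measured in HUVEC primary endothelial cells; signal is the percent of cells scored E-selectin positive by PE staining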
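Assay system: HUVEC, human umbilical vein endothelial cells / Amount: 3,000 HUVEC/well / Controls: TNF-alpha positive control, DMSO neutral control / Compound dosing: single concentration / Medium: EGM-2 over gelatin coat / Evaluation: percent E-selectin-positive cells / Signal: immunofluorescence imaging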
RAD54 branch – inhibitors of human RAD54 branch migration, primary screen, biochemical, fluorescence, single point; RAD54 Holliday junction branch migration, FAM/BHQ fluorescence; inhibition, % at 10.4 µM; 360,000 compounds, 0.14% hits;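 active = mean normalized replicate activity at least 40 and at least half of replicates scoring 40 or more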;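 also: 0% = median of neutral control wells and 100% = median of positive control wells; inhibitors cause a drop in the FAM fluorescence signal; in these data hits start at about 50%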
Target sequence (Q92698 whole entry, looked up): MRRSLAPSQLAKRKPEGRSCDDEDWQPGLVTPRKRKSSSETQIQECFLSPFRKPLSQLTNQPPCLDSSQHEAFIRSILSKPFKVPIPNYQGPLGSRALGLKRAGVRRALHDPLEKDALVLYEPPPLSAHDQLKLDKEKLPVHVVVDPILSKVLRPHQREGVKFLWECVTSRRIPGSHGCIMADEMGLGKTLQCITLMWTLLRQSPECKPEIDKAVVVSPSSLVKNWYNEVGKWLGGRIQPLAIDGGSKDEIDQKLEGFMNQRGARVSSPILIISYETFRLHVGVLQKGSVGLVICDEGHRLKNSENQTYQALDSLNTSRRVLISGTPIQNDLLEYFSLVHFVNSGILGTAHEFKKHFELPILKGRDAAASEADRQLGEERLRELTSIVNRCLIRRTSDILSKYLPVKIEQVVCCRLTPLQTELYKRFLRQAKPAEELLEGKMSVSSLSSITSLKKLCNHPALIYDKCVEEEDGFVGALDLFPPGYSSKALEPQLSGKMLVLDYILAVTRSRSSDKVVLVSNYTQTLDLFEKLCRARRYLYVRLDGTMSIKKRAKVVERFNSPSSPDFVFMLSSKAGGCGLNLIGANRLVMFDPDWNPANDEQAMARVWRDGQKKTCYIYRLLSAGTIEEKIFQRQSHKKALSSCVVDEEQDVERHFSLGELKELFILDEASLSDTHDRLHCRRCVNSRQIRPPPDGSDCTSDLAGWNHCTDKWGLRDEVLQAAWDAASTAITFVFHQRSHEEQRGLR
esBAF inh – Bmi1 luciferase reporter increase in mESCs, primary screen, esBAF inhibitor project, mouse ES cells, Bmi1 luciferase knock-in, single point; AID 602393, 2012; reporter increase, % at 12.5 µM; 24 h; 100% = twice the neutral-well signal; 350,000 compounds, 2% hits; in the data active = activation above about 40%;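 also: 0% = median of the plate's neutral control wells and 100% = double that signal; a rise in the Bmi1 reporter signal indicates esBAF inhibition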
XiGFP reactiv – activators of inactive X chromosome reactivation, primary screen, imaging, XiGFP fibroblasts, GFP high-content imaging, set 2; XiGFP mouse fibroblasts, % GFP-positive cells imaging, 3 d; cells co-treated with 5-aza-dC sensitizer; scaled so ellipticine positive control = 100%; activation, % at 7.58 µM; 360,000 compounds, 0.055% hits; AID 743238, 2013;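 active = mean normalized replicate activation at least 10% and every replicate at or above 10%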;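 also: 0% = median of on-plate neutral control wells and 100% = ellipticine 6 µM median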
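Material: SV40-immortalized XiGFP fibroblast cells, line 68-5-11 | Buffer or medium: DMEM containing 5-aza-dC | Dosing: One concentration, pinned | Times: 3 d treatment, 15 min room-temperature fixation | Controls: Ellipticine 6 µM positive control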
ERp5 inh – inhibitors of ERp5-driven insulin aggregation, primary screen, biochemical, turbidity, absorbance 650 nm, single point; inhibition, % at 9.99 µM; Protein disulfide-isomerase A6 (Homo sapiens), Q15084; 90 min; 350,000 compounds, 0.05% hits;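 active = mean replicate inhibition above about 25%, with every replicate also reaching it, limit read from the data, passing the limit was not always enough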
RAD52 inh – RAD52 DNA annealing inhibitors, primary screen, biochemical, FRET, single point, set 2. 360,000 compounds, 0.46% hits. inhibition, % at 18.7 µM. recombinant RAD52 DNA annealing, FRET fluorescence. DNA repair protein RAD52 homolog (Homo sapiens), P43351;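 active = every replicate showing at least 50% inhibition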
S100A4 MyoIIA – inhibitors of S100A4-myosin IIA peptide binding, primary screen, biochemical, fluorescence polarization, TAMRA-MyoIIA peptide | inhibition, % at 10.7 µM | 360,000 compounds, 0.14% hits | AID 652163, 2013;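 active = mean inhibition of at least 70% across replicates, with every replicate also reaching that level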
Target sequence (P26447 whole entry, looked up): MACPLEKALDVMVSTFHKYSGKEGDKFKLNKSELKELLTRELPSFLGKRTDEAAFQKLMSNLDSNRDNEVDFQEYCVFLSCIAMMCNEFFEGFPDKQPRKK
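Material: human S100A4 monomer with TAMRA-labelled myosin IIA peptide; buffer or medium: HEPES pH 7.2 with CaCl2, KCl, NaCl, DTT, Triton; compound dosing: one concentration per compound; schedule: 5 min incubation before reading; benchmarks: neutral control DMSO, positive control TFP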
ERAP1 HTS inh – human ERAP1 aminopeptidase inhibitors, primary screen, biochemical, single point, plate reader; 340,000 compounds, 0.15% hits; Endoplasmic reticulum aminopeptidase 1 (Homo sapiens), Q9NZ08; inhibition, % at 10.7 µM; recombinant ERAP1, Leu-AMC fluorescence, 60 min;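 active = mean replicate inhibition of at least 30%, or all replicates individually reaching that 30% level; inactive = mean below 30% and not every replicate reaching it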;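 also: 0% = neutral control wells and 100% = L-leucinethiol positive control wells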
The depositor's hits bear a star; . = no result given.

cpd	mol	E-selectin induc	RAD54 branch	esBAF inh	XiGFP reactiv	ERp5 inh	RAD52 inh	S100A4 MyoIIA	ERAP1 HTS inh
1	N#Cc1ccc(OCC(=O)OCCCOC(=O)COc2ccc(C#N)cc2)cc1	1.8	-4	-1	0.1	-3	-5	-1	0
2	COC(=O)C[C@@H]1CC[C@H]2[C@H](COc3ccc(NC(=O)c4cc(C)on4)cc3C(=O)N2C)O1	0.1	4	9	0.2	4	-13	5	-2
3	COc1ccc(N(C(=O)c2ccccc2)S(=O)(=O)c2cccs2)cc1	.	-2	0	0.0	-2	-8	14	12
4	NC(=NCCc1ccccc1)c1cccc([N+](=O)[O-])c1	.	-4	0	0.0	-4	-3	1	-2
5	c1ccc2c(c1)[nH]c1nc3nncn3nc12	.	-5	-1	.	6	-4	7	0
6	O=C(NCCO)C(=O)NCC1CCCN1S(=O)(=O)c1cccs1 (stereo unspecified)	0.1	-11	-2	0.0	-1	-11	-11	-2
7	Cc1ccc2nc(NC(=O)C3CCCN(S(=O)(=O)c4cccnc4)C3)sc2c1 (stereo unspecified)	0.6	-1	1	0.2	1	0	3	3
8	COc1cc([N+](=O)[O-])cc(/C=N/NC(=O)C(C)Nc2cccc3ccccc23)c1O (stereo unspecified)	-1.3	4	.	1.0	3	-1	-10	-2
9	CCc1cc2c(nc1CC)CCCN2S(=O)(=O)c1ccc(OC)cc1	0.6	.	.	1.4	1	-5	0	0
10	Cc1cccc(C(=O)Nc2c(C(=O)N3CCN(C)CC3)cnn2-c2ccccc2)c1	0.1	-10	-4	0.0	2	-5	2	-2
11	COc1ccc(NC(=O)Nc2ccc3c(c2)C(=O)N([C@@H](C)CO)C[C@@H](C)[C@@H](CN(C)C(=O)Nc2ccc(F)cc2)OCCCC[C@@H](C)O3)cc1	0.0	-7	4	0.0	1	16	11	-2
12	CCc1cc(C(=O)N2CCCC(CO)(Cc3ccc(F)cc3)C2)n(C)n1 (stereo unspecified)	2.9	2	3	0.0	3	-3	-2	-2
13	CNC[C@H]1OCCCC[C@@H](C)Oc2ccc(NS(=O)(=O)c3cn(C)cn3)cc2C(=O)N([C@H](C)CO)C[C@@H]1C	0.0	8	-4	0.0	1	0	-15	0
14	Cc1ccc(S(=O)(=O)Nc2ccc3c(c2)CC(=O)N([C@@H](C)CO)C[C@H](C)[C@H](CN(C)CC2CCCCC2)O3)cc1	-0.7	10	-2	-0.2	0	4	-5	0
15	COc1ccccc1NC(=O)N[C@@H]1CC[C@H](CCn2cc(-c3ccccc3)nn2)O[C@H]1CO	-0.4	-9	1	0.2	-1	8	-1	0
16	CC(C)NC(=O)N(C)C[C@@H]1Oc2c(NC(=O)c3cnccn3)cccc2C(=O)N([C@@H](C)CO)C[C@H]1C	14	-8	-2	-0.2	-3	5	-3	0
17	CCN(C[C@H]1N[C@H](CO)[C@@H]1c1ccc(-c2cccc(F)c2)cc1)C(=O)COC	0.0	1	0	0.0	-3	-5	2	1
18	O=C(NN=Cc1ccc(F)cc1)c1cccc(S(=O)(=O)N2CCCC2)c1	.	1	14	0.0	1	1	5	4
19	C[C@@H]1CN([C@H](C)CO)C(=O)c2cccc(N(C)C)c2O[C@H]1CN(C)C	0.0	2	-2	-1.2	1	10	4	3
20	Cc1cccc(-n2ncc3c(N4CCOCC4)ncnc32)c1	-0.7	-7	-66	-0.1	6	-1	-1	4
21	CC(C)N(C(=O)[C@H]1C[C@H](CC(=O)NC(C)(C)C)C(=O)N2CCc3c([nH]c4cc(-c5ccco5)ccc34)[C@]12C)C(C)C	0.3	2	7	1.1	6	-3	2	-3
22	COc1cc(OC)c(NC(=O)c2ccccc2F)cc1Cl	0.0	-3	15	-0.1	3	-11	-7	3
23	O=C(NC1CCC(O)CC1)c1ccc(-c2ccc(Cl)cc2)o1 (stereo unspecified)	.	.	64*	0.1	4	-9	-4	0
24	Oc1ccccc1C1=NCCNC(C(F)(F)F)=C1	.	.	-4	0.0	-1	-13	-2	-1
25	COc1cc(NS(=O)(=O)c2ccc(NC(=O)/C=C/c3cccc([N+](=O)[O-])c3)cc2)ncn1	.	.	.	0.0	-5	-17	-10	-1
26	CC1(c2nnnn2Cc2ccccc2)CCC(=O)N1CCc1c[nH]c2ccccc12 (stereo unspecified)	-0.1	.	.	0.2	-4	-7	-1	8
27	N#C/C(=C(\O)C(F)(F)F)c1nnc2n1CCCCC2	2.5	3	.	0.0	-3	-7	1	-1
28	O=C(/C=C/c1ccccc1)OCCCN=C1NS(=O)(=O)c2ccccc21	.	.	-7	0.0	-1	-16	2	1
29	C[C@H]1CN([C@@H](C)CO)S(=O)(=O)c2ccc(C#CC3CC3)cc2O[C@@H]1CN(C)C(=O)Cc1ccncc1	-0.2	6	5	0.0	-3	-26	-20	0
30	CC(=O)Nc1c2c(nn1-c1ccccc1C)CS(=O)(=O)C2	0.4	-17	-1	0.0	-5	-3	5	-11

Entries of single compounds, looked up by structure. Order of screens: E-selectin induc	RAD54 branch	esBAF inh	XiGFP reactiv	ERp5 inh	RAD52 inh	S100A4 MyoIIA	ERAP1 HTS inh
`CC(C)N(C(=O)[C@H]1C[C@H](CC(=O)NC(C)(C)C)C(=O)N2CCc3c([nH]c4cc(-c5ccco5)ccc34)[C@]12C)C(C)C` in the list: 0.3	2	7	1.1	6	-3	2	-3
`Oc1ccccc1C1=NCCNC(C(F)(F)F)=C1` in the list: .	.	-4	0.0	-1	-13	-2	-1

New compounds follow:
cpd	mol	E-selectin induc	RAD54 branch	esBAF inh	XiGFP reactiv	ERp5 inh	RAD52 inh	S100A4 MyoIIA	ERAP1 HTS inh
31	CN(Cc1ccccc1)C(=O)CSc1cc(=O)n(C)c2ccccc12	.	.	.	0.5	-2	3	-1	-6
32	COc1cccc(-c2ccc(C3=CC(=O)CC(C)(C)C3=O)cc2)c1OC	0.4	-4	16	0.0	-1	-6	4	2
33	C/C(=N\NC(=S)NC(C)C)c1ccc(Cl)s1	0.0	-9	7	0.3	-3	-10	-6	-2
34	CCCCOc1ccccc1C(=O)N(Cc1ccc(C)o1)C1CCS(=O)(=O)C1 (stereo unspecified)	.	-2	6	0.0	3	-6	0	-1
35	COc1ccccc1NC(=O)CSc1nnc(Cc2cccn2C)n1-c1ccc(F)cc1	0.9	9	3	0.1	0	-15	-4	2
36	Cc1noc(C)c1NC(=O)Nc1ccc2c(c1)CC(=O)N([C@H](C)CO)C[C@H](C)[C@@H](CN(C)C(=O)Nc1ccc3c(c1)OCO3)O2	0.0	6	0	-0.2	-2	8	-10	-6
37	CCOc1ccc(NC(=O)C(=O)NCc2ccncc2)cc1	4.8	.	.	0.1	3	-13	-1	0
38	Cc1ccc(S(=O)(=O)NCC(=O)N2CCCC2C(=O)O)cc1 (stereo unspecified)	0.0	14	-2	0.3	1	6	-2	-2
39	CCNC(=O)C[C@H]1CC[C@@H]2[C@@H](COc3ccc(NC(C)=O)cc3C(=O)N2C)O1	0.0	6	-7	0.1	-2	23	2	1
40	COc1ccc(-c2cc(=O)c3c(O)cc(O)cc3o2)cc1	0.9	6	25	0.2	-6	-10	1	-1
41	CCc1nc2ccc(C(=O)N3CCN(c4ccccc4F)CC3)cc2nc1CC	.	0	2	-0.1	2	-4	3	3
42	CC(=O)Nc1cccc(N=NN2CCOCC2)c1	.	.	.	0.2	4	-11	-2	8
43	Cc1ccccc1-c1nc(CS(=O)CC(=O)NCc2ccc3c(c2)OCO3)c(C)o1 (stereo unspecified)	.	-3	1	0.1	2	-8	3	6
44	COc1cccc(-n2c(=S)[nH]c3c(oc4ccccc43)c2=O)c1	4.1	.	-6	-0.4	1	0	1	.
45	Cc1ccccc1C(=O)NC1CCN(CC(=O)Nc2ccc(N(C)C)cc2)CC1	.	0	0	0.0	3	-11	-5	1
46	O=C(Nc1cccc(F)c1)Nc1ccc2c(c1)C(=O)OC2	0.2	2	35	0.0	-4	-8	0	.
47	COc1cccc(/C=C(/C(=O)OCC(=O)NCC2CCCO2)c2ccccc2)c1 (stereo unspecified)	0.4	.	.	-0.1	-3	-7	-2	1
48	O=C(Oc1ccccc1)c1cccc2cccc(C(=O)Oc3ccccc3)c12	0.1	.	.	5.0	5	-9	2	0
49	O=C1CCC(c2ccccc2)(c2ccccc2)CC1	.	3	-3	0.2	-1	-6	10	-2
50	O=C(N/N=C/c1cc([N+](=O)[O-])c(N2CCOCC2)cc1N1CCOCC1)c1cccnc1	.	.	.	0.0	0	6	7	3

Overlap with the part before: two entries; new compounds follow.
cpd	mol	E-selectin induc	RAD54 branch	esBAF inh	XiGFP reactiv	ERp5 inh	RAD52 inh	S100A4 MyoIIA	ERAP1 HTS inh
49	O=C1CCC(c2ccccc2)(c2ccccc2)CC1	.	3	-3	0.2	-1	-6	10	-2
50	O=C(N/N=C/c1cc([N+](=O)[O-])c(N2CCOCC2)cc1N1CCOCC1)c1cccnc1	.	.	.	0.0	0	6	7	3
51	CNC(=S)N/N=C(\C)c1ccc2c(c1)OCO2	0.6	.	.	0.0	1	-5	1	5
52	COC(=O)C[C@H]1CC[C@@H]2[C@H](COC[C@H](O)CN2C(=O)Nc2ccccc2OC)O1	-0.1	0	0	-0.1	-3	-12	-3	3
53	COc1ccc(C2=NN(C(=O)CN3CCOCC3)C(c3nc4ccccc4[nH]3)C2)cc1 (stereo unspecified)	.	.	59*	0.0	1	-21	-51	2
54	CN(C)C(=O)CSc1ncccc1-c1nc2ccccc2[nH]1	.	-2	1	-0.1	4	-11	-3	-4
55	COc1ccc(/C=C(\NC(=O)c2ccccc2)C(=O)OCC2CCCN3CCCCC23)cc1OC (stereo unspecified)	.	.	.	0.0	2	9	-5	-3
56	O=C(O)C1Oc2ccccc2C1c1ccccc1 (stereo unspecified)	-0.3	-5	1	0.0	-11	-2	3	12
57	COC(=O)C[C@H]1CC[C@@H](NC(=O)c2ccccc2)[C@@H](CO)O1	-0.3	-15	-2	0.0	2	3	2	-2
